AMA1 RON2 block: inhibitors of Plasmodium falciparum AMA1-RON2 interaction | AlphaScreen AMA1-biotinylated RON2 peptide binding | AID 720542 | Potency, µM (highest dose often 58.2 µM), for the others: at the top dose activity change, negative = inhibition, usual class: inhibitors | 360,000 compounds, 0.2% hits;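 further: potency means the concentration at half of the fitted maximal effect; 0% = vehicle wells and -100% = peptide control; nearly all actives have a fitted effect of over 45% in size; some results filed as inactive show a strong effect at the top dose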
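AMA1 (3D7) with his tag at 25 nM final met compounds first, then biotinylated RON2 peptide at 25 nM; detection used donor plus acceptor beads, 10 µg/mL apiece, read by AlphaScreen after 30 min at room temperature.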
LmPK inh: blocks Leishmania mexicana pyruvate kinase activity | Q27686 | purified LmPK, Kinase-Glo ATP luminescence, 1 h | Potency, µM (titrated, usually from 57.5 µM), for inactives: at the top dose activity change, negative = inhibition, hits mostly inhibitors | 290,000 compounds, 0.37% hits | AID 1721; further: potency means the concentration at half of the fitted maximal effect; on the % scale 0 is the no-effect control and ±100 the full control effect
Target sequence (Q27686 whole entry, looked up): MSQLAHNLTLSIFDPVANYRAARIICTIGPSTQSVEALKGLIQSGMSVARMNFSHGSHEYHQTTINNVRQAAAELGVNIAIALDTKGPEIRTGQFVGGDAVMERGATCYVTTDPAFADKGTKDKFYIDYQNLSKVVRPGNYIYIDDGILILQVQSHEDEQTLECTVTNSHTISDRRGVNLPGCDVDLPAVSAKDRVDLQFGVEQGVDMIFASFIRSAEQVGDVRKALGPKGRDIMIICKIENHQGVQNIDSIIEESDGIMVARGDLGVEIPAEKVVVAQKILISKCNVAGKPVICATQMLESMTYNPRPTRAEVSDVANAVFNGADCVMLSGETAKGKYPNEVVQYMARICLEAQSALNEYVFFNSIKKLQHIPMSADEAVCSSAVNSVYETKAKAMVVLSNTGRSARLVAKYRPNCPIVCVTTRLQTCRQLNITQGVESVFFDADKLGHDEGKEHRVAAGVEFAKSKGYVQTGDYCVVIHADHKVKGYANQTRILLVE
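0.1 nM LmPK, 0.5 mM PEP, 0.1 mM ADP; 50 mM imidazole pH 7.2, 7 mM MgCl2, 50 mM KCl; 1 h RT. Kinase-Glo luminescence readout, normalized to no-enzyme (full inhibition) and uninhibited wells.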
Pf growth 48h: P. falciparum growth inhibition at 48 hours (one generation). P. falciparum luciferase growth in erythrocytes, 48 h. Potency, µM (top dose mostly 28.7 µM), without a hit: at the top dose activity change, negative = inhibition, hits mostly inhibitors. 310,000 compounds, 5.9% hits. AID 504832; further: potency means the concentration at half of the fitted maximal effect; on the % scale 0 is the no-effect control and ±100 the full control effect
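Luminescence readout; reporter = integrated firefly luciferase in P. falciparum. RBC culture at 2% hematocrit, 0.1% parasitemia final, 37 C/5% CO2; decreased signal taken as growth inhibition.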
Shiga toxin inh: inhibitors of Shiga toxin in Vero cells; inhibition, % at 38.7 µM; Vero cells, Shiga toxin protein synthesis inhibition reporter; 290,000 compounds, 9.2% hits; in the data active means inhibition mostly above about 28%, no sharp cut-off; inactive means mostly below about 43%; further: 0% is about no effect
Cycloheximide cs: affects cycloheximide protein synthesis inhibition readout, counter-screen. max response, %. 300,000 compounds, 12% hits. cell reporter, cycloheximide protein synthesis inhibition counterscreen. AID 2314; in the data active means max response mostly above about 13%, no sharp cut-off; inactive means mostly below about 14%; further: read at 38.3 µM for the half of the compounds with a filed dose; 0% is about no effect
TbPYK inhibitor: blocks Trypanosoma brucei pyruvate kinase; Q57TT1; TbPYK enzyme, Kinase-Glo Plus ATP luminescence, 45 min; Potency, µM (doses to about 76.8 µM), inactives show top-dose activity, negative = inhibition, most hits filed as inhibitors; 410,000 compounds, 0.12% hits; AID 624173; further: potency means the concentration at half of the fitted maximal effect; on the % scale 0 is the no-effect control and ±100 the full control effect; nearly all actives have a fitted effect of over 50% in size
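Assay buffer: 50 mM TEA pH 7.2, 100 mM KCl, 10 mM MgCl2, 0.05% BSA, 0.01% Tween-20. Pyruvate kinase from T. brucei plus substrate met compound, then ADP (130 uM final). Luminescence was read post 45 min RT.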
Pf growth 96h: P. falciparum growth inhibition at 96 hour, primary screen for plastid delayed-death inhibitors. P. falciparum luciferase reporter growth, 96 h. Potency, µM (highest dose often 28.7 µM), without a hit: at the top dose activity change, negative = inhibition, usual class: inhibitors. 320,000 compounds, 6.9% hits; further: potency means the concentration at half of the fitted maximal effect; on the % scale 0 is the no-effect control and ±100 the full control effect
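96 h incubation, 37 C, 5% CO2, of luciferase-reporter P. falciparum-infected RBCs (2% hematocrit, 0.05% parasitemia final) with test compounds; endpoint luminescence.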
* marks the source's active call; other numbers are inactive results; ? = inconclusive; / = not tested or not shown; & = joins results of further samples; [ ] = another dose, or the depositor's remark. Unless noted, the call rests on the fitted dose curve; in most records, active means well fitted curve in the direction sought with a large enough effect; inconclusive means small, poorly fitted or top-dose-only effect, or another doubt; inactive means no such curve, though single readings can be large; an effect the other way counts as inactive or inconclusive.

SMILES,AMA1 RON2 block,LmPK inh,Pf growth 48h,Shiga toxin inh,Cycloheximide cs,TbPYK inhibitor,Pf growth 96h
Cc1cc(CNC(=O)Nc2ccc3c(c2)OCO3)nn1C,13%,-2%,117%[activator],61*,27*,-4%,/
COc1cccc(NC(=O)CN2C(=O)NC(C)(c3ccc(C)cc3)C2=O)c1 (centres undefined),-19%,4%,-7%,28,2,-1%,0%
COCCN1C(=O)N[C@@H](CCc2ccccc2)[C@H](C(C)=O)[C@H]1C,-14%,1%[11.5 µM],67%[activator],3,2,2%,?
CC1CCN(CCCNC(=O)CN2CCN(Cc3ccc(Cl)cc3)C2=O)CC1,-5%,1%,14%,15,-6,-6%,-6%
O/N=C\c1ccc(-c2ccccc2)o1,-21%,-5%,70%[activator],92*,21*,5%,-25%
CCCCN(CCCC)CCNC(=O)CN1C(=O)CSc2ccc(S(=O)(=O)N3CCOCC3)cc21,-9%,1%,-4%,-2,-3,6%&1%,-12%
CCCCNC(=O)C1(c2ccc(OC)cc2)CCOCC1,0%,1%,3%,17,-4,7%,1%
Cc1ccc(C(=O)OC(C(=O)Nc2ccc(Cl)cc2C(F)(F)F)c2ccccc2)cc1 (centres undefined),7%,-1%,?,11,-1,-1%,-20%

Reprinted from the part before: two compounds, followed by the next part.
SMILES,AMA1 RON2 block,LmPK inh,Pf growth 48h,Shiga toxin inh,Cycloheximide cs,TbPYK inhibitor,Pf growth 96h
CCCCNC(=O)C1(c2ccc(OC)cc2)CCOCC1,0%,1%,3%,17,-4,7%,1%
Cc1ccc(C(=O)OC(C(=O)Nc2ccc(Cl)cc2C(F)(F)F)c2ccccc2)cc1 (centres undefined),7%,-1%,?,11,-1,-1%,-20%
COc1ccccc1N1CCN(S(=O)(=O)c2ccc(-n3cnnn3)cc2)CC1,-11%,-5%,16%,-16,-3,2%&-1%,20%
Clc1cccc(Cl)c1OCCOCCNCc1ccccc1,?,2%,17%,1,1,3%,?
O=C(C1=C[C@@H](c2ccccc2)C[C@@H](OCCCCO)O1)N1CCOCC1,17%,1%,-11%,-3,6,1%,-2%
CCN1CCN(C(=O)c2cc3cc(F)ccc3[nH]2)CC1,-11%,-1%,?,6,-2,6%,?
Cc1ccc(C(=O)COC(=O)c2cc(C)no2)c(C)c1,23%,/,8%,/,/,0%,28%
NC1=NC(c2ccccc2)N=C(Nc2ccccc2)N1 (centres undefined),/,1%,4.7µM*,20,14*,/,2.9µM*
Cc1cc(OC(C)C(=O)NCC2CCC(C(=O)O)CC2)c2c3c(c(=O)oc2c1)CCC3 (centres undefined),-7%,1%,-4%,-3,25,6%,-4%
CCN(Cc1cc2ccccc2[nH]c1=O)S(=O)(=O)c1ccccc1,29%,7%,1%,-15,-3,-11%,-23%
O=C(Nc1ccccc1[N+](=O)[O-])C1=C(O)CCn2c1nc1ccccc12,-7%,7%,/,1,-2,-4%,?
Cc1sc2nc(CSc3ccc([N+](=O)[O-])c(C(F)(F)F)c3)[nH]c(=O)c2c1C,-5%[2.32 µM],3%,17%,8,4,-10%,24%
COc1ccc(C(=O)NCCC2=CCCCC2)cc1[N+](=O)[O-],-3%,0%,21%,41*,24*,-2%,25%
O=C(Nc1ccc(S(=O)(=O)Nc2nccs2)cc1)c1cc(-c2ccccn2)nc2ccccc12,35%[activator],2%,?,-3,1,2%,?
COc1ccccc1-c1ccc2nnc(SC)n2n1,-1%,5%,1%,-2,-3,0%,2%
CC(=O)c1c(C)oc2ccc(NS(=O)(=O)c3ccc(C(=O)O)cc3)cc12,-11%,1%,-4%,18,-1,0%,-28%
COc1ccc(C(=O)NCCc2ccc(Cl)cc2)cc1S(=O)(=O)N1CCCCC1C (centres undefined),-5%,/,?,/,/,1%,?
CCOc1ccc(NC(=O)CCNS(=O)(=O)c2cccc3nonc23)cc1,4%,-9%,-2%,-20,-7,-2%&1%,?
O=[N+]([O-])c1cc([N+](=O)[O-])c2oc(-c3ccccc3)c(Br)c2c1O,0%,-7%,23%,-5,-3,10%,25%
O=C(Nc1ccccc1)c1cccnc1N1CCOCC1,-13%,3%,13%,20,2,-13%,-2%
COc1cccc(/C=C/C(=O)Nc2ccc(N3CCOCC3)cc2)c1OC,-19%,0%,23%,51,18*,-4%,44%[activator]
CN1CCCN(S(=O)(=O)c2ccccc2)c2nc3ccccc3nc21,75%[activator],/,57%[activator],/,/,-7%,-13%
CCOc1cccc(CNC2CN3CCC2CC3)c1 (centres undefined),-3%,-8%,/,-13,-3,1%,1%
COC1CCCCC1NCCc1ccccc1 (centres undefined),-17%,0%,28%,9,-3,17%,-2%
COc1ccccc1NS(=O)(=O)c1cccc(C(=O)OCC(=O)Nc2cc(C)on2)c1,0%,4%,21%,-12,-2,7%,0%
CC1CCN(CCOCCOc2ccc(Cl)cc2Br)CC1,10%,-1%,?,-33,-4,-13%,6.6µM*
O=C(N/N=C/c1ccc2ncccc2c1)c1cc(-c2cccs2)nc2ccccc12,-1%,6%,?,-2,-2,0%,?
COc1ccc(CN(C)CC(=O)Nc2ccccc2C(=O)NC2CC2)cc1,57%[activator],/,?,/,/,2%,-25%
C=CCn1c(SCCN2C(=O)c3ccccc3C2=O)nc2scc(-c3ccccc3)c2c1=O,-5%,3%,?,-16,-1,/,-17%
Cc1ccc(S(=O)(=O)N(C)C)cc1NC(=O)CCc1ccccc1,7%,8%,22%,-5,12,-9%,32%[activator]
CC1(C)C=Cc2cc3ccc(=O)oc3cc2O1,2%,?,84%[activator],62*,53*,-11%,?
Cc1cccc(N2CCN(Cc3nc(-c4cccc(Oc5ccccc5)c4)oc3C)CC2)n1,?,3%,?,-20,-3,0%,15%
O=C(NNc1cc(Cl)cc(Cl)c1)C1CCC1,10%,2%,35%[activator],-1,-1,-12%,49%[activator]
CS(=O)(=O)N1N=C(c2ccccc2)CC1c1ccc2nccnc2c1 (centres undefined),-10%,0%,32%[activator],63*,18,-1%,-3%
O=S(=O)(c1ccc2ccccc2c1)N1CCCCC1,5%,-2%,2%,-8,-2,2%,26%
COc1ccc(/C=N/NC(=O)C(=O)N2CCN(c3ccccc3OC)CC2)cc1,-7%,12%,-8%,-18,-3,-5%,0%
O=C(O)C1C2C=CC(C2)C1C(=O)NCCCc1ccccc1 (centres undefined),8%,-1%,-5%,13,-1,-2%,7%
CCOC(=O)c1c(NC(=O)C(C)Sc2c[nH]c3ccccc23)sc2c1CCC2 (centres undefined),-20%,2%,-10%,-13,-1,-1%,?
Cc1cc(C)cc(NC(=O)C(Nc2ccccc2)c2ccccc2)c1 (centres undefined),-19%,0%,?,-10,-3,0%,?
Cc1ccc(NC(=S)NCC23C=CC(O2)C2C(=O)N(c4ccc(C)cc4)C(=O)C23)cc1 (centres undefined),7%,2%,?,7,56*,-13%,?
CCC(c1nnnn1CCc1ccccc1)N(Cc1ccco1)Cc1cc2c(C)ccc(C)c2[nH]c1=O (centres undefined),-2%,-2%,?,-8,-1,-1%,-3%
CCC(CC)C(=O)N1CCN(c2cccc(C)c2C)CC1,-2%[11.6 µM],0%,5%,-7,4,-9%,5%

An excerpt from above, showing only LmPK inh.
| mol | LmPK inh |
| --- | --- |
| COc1ccc(/C=N/NC(=O)C(=O)N2CCN(c3ccccc3OC)CC2)cc1 | 12% |
| O=C(O)C1C2C=CC(C2)C1C(=O)NCCCc1ccccc1 (centres undefined) | -1% |
| CCOC(=O)c1c(NC(=O)C(C)Sc2c[nH]c3ccccc23)sc2c1CCC2 (centres undefined) | 2% |

Later entries:
SMILES,AMA1 RON2 block,LmPK inh,Pf growth 48h,Shiga toxin inh,Cycloheximide cs,TbPYK inhibitor,Pf growth 96h
Cc1cccc(NC(=O)C2CCN(S(=O)(=O)c3cccc4nonc34)CC2)c1,-10%,2%,31%,-5,7,-6%,?
O=C(Nc1ccccc1Cl)c1cc[n+]([O-])cc1,10%,-6%,21%,-8,-5,-2%,7%
COC(=O)C1=C(C)N(Cc2ccccc2)C(=NCc2ccc(OC)cc2)N[C@H]1c1ccccc1,-2%,-1%,?,-4,-3,-1%,-4%
COc1ccc(CN=C(Nc2ccccc2)SC2CC(=O)NC2=O)cc1 (centres undefined),-8%,0%,?,143*,44*,2%,18%
CCOC(=O)c1csc(NC(=O)C2=COCCO2)n1,13%,-3%,153%[activator],63*,41*,2%,157%[activator]
COC(=O)c1sccc1NS(=O)(=O)c1ccccc1,-2%,7%,3%,-7,-2,1%,?
O=C(CSc1nnc(-c2ccc(Cl)cc2)n1Cc1ccco1)Nc1ccc2c(c1)OCCO2,-29%,13%,?,4,11,-4%,?
O=C(NC1CCN(C(=O)N2c3ccccc3Sc3ccccc32)CC1)c1ccccc1Cl,-25%,4%,?,-12,-3,6%,?
COc1ccc(-c2nnn(CC(=O)N(Cc3cccs3)C(C)C(=O)NC3CCCC3)n2)cc1OC (centres undefined),-14%,9%,?,4,-2,-11%,?
CCCCCCCCc1nc(SC(C)C(=O)O)n[nH]1 (centres undefined),-10%,3%,43%[activator],59,3,3%,?
CCNC(=S)N1CCN(Cc2ccc3c(c2)OCO3)CC1,10%,2%,20%,-8,-3,0%,?
Cc1[nH]n(-c2ccc([N+](=O)[O-])cc2)c(=O)c1/C=N/N1CCOCC1,-3%,-27%,34%[activator],50,10,3%,/
O=C(C1=C[C@@H](C2CC2)C[C@@H](OCCCCO)O1)N1CCN(Cc2ccc3c(c2)OCO3)CC1,0%,10%,?,-8,-2,0%,?
COc1ccc([C@@H]2CC=C(C(=O)O)[C@H](c3ccccc3F)N2S(=O)(=O)c2ccc(C)cc2)cc1OC,9%,/,?,/,/,1%,?
CN(CC(O)Cn1cnc2c1c(=O)n(C)c(=O)n2C)c1ccccc1 (centres undefined),-3%,11%,2%,-13,-3,-2%,-2%
Cc1cc(O)ccc1N=Cc1c(C(F)(F)F)[nH][nH]c1=O,-3%,-2%,?,22,-1,0%,?
CCOc1ccc(C2C(C#N)=C(N)Oc3cc(C)n(CCN(C)C)c(=O)c32)cc1OCC (centres undefined),-1%,0%,5%,-11,-2,2%,12µM*
Nc1nc(N2CCN(c3ccc(F)cc3)CC2)n[nH]1,-3%,2%,36%,-5,11,4%,-17%
Cc1cc(NC(=O)CN2CCN(c3cccc(Cl)c3)CC2)no1,-2%,-4%,?,-14,-5,-4%,-51%
CC(C)OC(=O)C(C#N)c1nc2ccccc2nc1N1CCCC1 (centres undefined),-13%,4%,8%,2,1,-7%,?
CC(Sc1nc2ccccc2c(=O)[nH]1)C(=O)O (centres undefined),9%,4%,/,-11,0,1%,19%
CC(C)(C)c1csc(NNC(=O)c2ccc(Cl)cc2)n1,81%[activator],2%,?,64*,29*,-2%,?
CCN(C(=O)c1cc(Cl)ccc1Cl)C1CCS(=O)(=O)C1 (centres undefined),21%,/,31%[activator],/,/,4%,73%[activator]

Compound activity deposited in PubChem by National Center for Advancing Translational Sciences (NCATS).
